NOD2 inhibition = NOD2 signaling inhibitors, cell-based, luminescence, uHTS, HEK293 (AID 1566); HEK293 NOD2/NF-kB luciferase reporter, luminescence; higher % means a stronger effect; one-dose inhibition, % at 4 µM; EC50 in µM for titrated hits; 0.63% of 290,000 active; in the data active = inhibition above about 50%; note: many of its hits are not listed in these tables
Insulin prom up = MIN6 insulin promoter up-regulation; MIN6 insulin promoter-GFP reporter, high-content imaging; active compounds read high; z-score at 5 µM; 0.3% of 190,000 active;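 active = z-score above 3 at 5 µM with at least 500 cells counted in the well; inconclusive = wells under 500 cells, flagged as cytotoxic or low count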
Autophagy HCS = alters autophagy in cells; 0.98% of 190,000 active; MEF GFP-LC3 puncta imaging; test concentration mostly 10 µM; calls only at 10 µM (by protocol); AID 463193;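 active = percentage of spot-positive cells more than 3 SD above its plate mean, without a fluorescence outlier flag or 80% toxicity; inconclusive = no clear call, values can overlap the other calls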;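 note: spot-positive cell cutoff set from DMSO-treated cells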
P. falciparum M17LAP = P. falciparum M17LAP inhibitors, primary screen, biochemical, fluorogenic H-Leu-NHMec substrate, 1536-well (AID 1619); recombinant M17LAP, H-Leu-NHMec fluorogenic kinetic assay; higher % means a stronger effect; inhibition, % at 30 µM; hits with a dose series show IC50 in µM; 0.38% of 220,000 active;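 active = compound inhibiting the enzyme by more than half at any dose during confirmatory dose-response retesting; inconclusive = strong single-dose inhibitors picked by rank but not retested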;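 note: plate controls were full reaction with DMSO carrier for no effect and no enzyme background for full effect; strong numbers were not always called active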
Dynein cargo inh = blocks dynein driven cargo transport along microtubules | 3617.4 mouse cells, GR-EGFP nuclear translocation imaging; test concentration mostly 20 µM; stimulated with dexamethasone, 1 µM; active compounds read low | z-score, hits read low | 0.47% of 220,000 active | AID 1381;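 active = plate z-score of nuclear minus cytoplasmic receptor signal below a set negative limit, without overly bright fluorescence or cell loss, cut at about -3.5 in these data, passing the limit was not always enough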;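 note: z-score of nuclear minus cytoplasmic ring GR-EGFP intensity difference per well; some compounds called inactive have numbers as strong as hits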
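Schedule: 48 h induction, then 1 h compound, then 30 min agonist, 37 °C. Buffer or medium: tetracycline-free induction medium containing charcoal-stripped FBS. Reagent: 1.0 µM final dexamethasone stimulus. Evaluation: nuclear versus cytoplasmic GR-EGFP signal, averaged per well. Signal: high-content fluorescence imaging after fixation.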
MT stabilizer = microtubule stabilizers in HeLa cells; HeLa tubulin immunostaining HCS, 24 h; share of cells brighter than vehicle mean+2SD; % tubulin-high responders, % at 10 µM; 0.83% of 200,000 active;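 active = plate Z-score above 3 for both tubulin-high and condensed-nucleus cell shares, with cell loss under 80%, at 10 µM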;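 note: anti alpha tubulin signal scored within the nucleus-defined area of each cell; some results filed as inactive read as strong as hits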
bCat nuc transl = beta-catenin nuclear translocation modulation | HeLa beta-catenin nuclear translocation, immunofluorescence imaging | AID 1665 | 0.3% of 190,000 active | nuclear translocation activity, % at 5 µM;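 active = nuclear translocation activity above 50% at 5 µM, with a well cell count of 50 or more; inconclusive = wells under 50 cells across six images, flagged as toxic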;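 note: per-cell ratio of nuclear to cytoplasmic median beta-catenin stain intensity; plate controls were DMSO negative control for no effect and GSK-3 inhibitor IX positive control for full effect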
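test system = HeLa cells, endogenous beta-catenin | dosing = single 5 µM dose plus 0.02–20 µM confirmation series | times = compound treatment 24 h, 37°C, 5% CO2 | technique = beta-catenin immunofluorescence imaging with DAPI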
NOD1 NF-kB reporter = NOD1 signaling inhibitors, primary screen, cell-based, luminescence, uHTS (AID 1578); one-dose inhibition, % at 4 µM; EC50 in µM for titrated hits; 1% of 290,000 active; NOD1-driven NF-kB luciferase reporter cells, luminescence; higher % means a stronger effect; in the data active = inhibition mostly above about 36%, no sharp cut-off; inactive = mostly below about 34%;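 note: HEK-293T reporter cells stimulated with the NOD1 agonist gamma-tri-DAP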
Yfh1-off respiration = mitochondrial function rescue without frataxin homolog – Friedreich's ataxia, plus single-dose screen, dose response (AID 1465); S. cerevisiae Yfh1-off respiration, WST-1 reduction, 72 h; higher fold induction means a stronger effect; fold induction at 50 µM, or EC50 in µM where a hit was titrated; 0.074% of 220,000 active;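 active = fold induction of absorbance versus untreated yeast above a set limit, then at least 30% activation at any dose in follow-up; inconclusive = repeats straddling the limit, or above it without dose testing; inactive = fold induction below the set limit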;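 note: activators that raise dye reduction in frataxin-depleted yeast; strong numbers were not always called active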
Dynein cargo inh cytoplasmic EGFP = also measured in Dynein cargo inh; calls as there; z-score; measured here: cytoplasmic GR-EGFP intensity; active compounds read high
Dynein cargo inh nuclear GR-EGFP = further read-out of Dynein cargo inh, marked with its call; z-score; measured here: nuclear GR-EGFP intensity;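 lower value marks the stronger effect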
Dynein cargo inh cell count = second read-out of Dynein cargo inh, no call of its own (marks repeat the call); z-score; measured here: cell count per field
Insulin prom up cell count = further read-out of Insulin prom up, marked with its call; cell count; measured here: cytotoxicity, nuclei count;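 total cells summed across four imaged fields per well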
bCat nuc transl cell count 5 µM = second read-out of bCat nuc transl, no call of its own (marks repeat the call); cell count; measured here: cell count, cytotoxicity flag
MT stabilizer Hoechst-high % = second read-out of MT stabilizer, no call of its own (marks repeat the call); % Hoechst-high responders; measured here: nuclear condensation Hoechst responders;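 share of cells brighter than vehicle mean plus two SD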
MT stabilizer cytotoxicity % = recorded beside MT stabilizer, whose call it bears; toxicity, %; measured here: cytotoxicity by cell density;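 0% = mean cell density of plate MIN control wells and 100% = no cells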
Autophagy HCS cell loss 18 h = recorded beside Autophagy HCS, whose call it bears; toxicity, %; measured here: cell loss, nuclei count;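 cell loss after 18 h compound exposure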
* marks the source's active call; other numbers are inactive results; i = inactive; u = inconclusive; x = not tested or not shown; & = joins results of further samples. A portion of the library; count on the stated rates, not on these rows.

SMILES	NOD2 inhibition	Insulin prom up	Insulin prom up cell count	Autophagy HCS	Autophagy HCS cell loss 18 h	P. falciparum M17LAP	Dynein cargo inh	Dynein cargo inh cytoplasmic EGFP	Dynein cargo inh nuclear GR-EGFP	Dynein cargo inh cell count	MT stabilizer	MT stabilizer Hoechst-high %	MT stabilizer cytotoxicity %	bCat nuc transl	bCat nuc transl cell count 5 µM	NOD1 NF-kB reporter	Yfh1-off respiration
Cc1ccccc1OCCn1cnc2cc([N+](=O)[O-])ccc2c1=O	9.0%	-0.15	1128	u	x	1.3%	0.0805	-0.00792	0.53	-0.316	4.4	2.6	6.9	-1.7	1099	-26.5%	i
CC(C)c1ncc(S(=O)(=O)c2ccc(C(F)(F)F)cn2)c(N)n1	23.0%	0.09	1467	x	x	-2.7%	-0.503	0.332	-0.232	0.102	x	x	x	-0.4	1147	-0.9%	i
Cc1ccc(/C=C2\SC(N)=NC2=O)s1	14.8%	x	x	i	19.5	-2.4%	4.15	-0.0747	2.1	-2.33	3.1	2.2	5.0	0.7	849	-23.2%	i
O=C1COc2ccc(C(=O)COC(=O)CCSc3ccccc3)cc2N1	-11.8%	0.68	944	x	x	-4.1%	0.242	-0.242	0.722	0.856	x	x	x	-0.4	1290	-2.7%	i
CCCCCNC(=O)C1CCC(Cn2c(=S)[nH]c3ccccc3c2=O)CC1 (stereo not given)	18.3%	x	x	i	-37.8	5.1%	-0.325	-0.266	-0.155	0.602	2.7	2.1	5.4	-1.3	547	21.0%	i
Cc1cc(C)cc(N(CC(=O)Nc2ccc(-c3nc4ccc(C)cc4s3)cc2)S(C)(=O)=O)c1	-46.8%	-0.58	1196	i	-10.1	0.8%	2.9	-0.0736	0.853	-1.03	7.3	3.5	4.7	-2.9	1119	-24.6%	i
O=C1OC(Nc2nc3ccccc3s2)c2ccccc21 (stereo not given)	16.1%	-0.77	1271	i	-31.5	1.3%	-0.358	-0.197	-0.111	-0.943	5.3	2.4	4.2	-6.6	1055	0.3%	i
Cc1cc(F)ccc1S(=O)(=O)Nc1ccccc1C(=O)Nc1ncn[nH]1	15.8%	-0.05	1058	i	11.5	-127.7%	0.722	-0.17	0.71	0.15	2.7	1.0	7.9	1.3	928	14.7%	i
CN1CCN(C(=O)c2ccc3c(=O)n(Cc4ccco4)c(=S)[nH]c3c2)CC1	17.8%	-0.29	878	i	4.6	5.5%	-0.722	-0.222	-0.353	0.981	0.0	1.2	12.2	x	x	0.3%	i
CC[n+]1ccc(C)c2cc(S(=O)C(F)(F)F)ccc21 (stereo not given)	1.0%	-0.43	1503	i	9.1	0.1%	-0.0793	-0.213	0.235	0.00399	5.3	2.6	4.1	-2.4	845	-19.8%	i
C[C@@H]1C=C(C(=O)NCc2ccccc2)O[C@H](OCc2ccc(CO)cc2)C1	2.1%	0.56	1395	i	8.2	0.9%	0.423	-0.197	0.677	-0.933	2.2	1.5	6.3	-2.5	1106	-6.2%	i
COc1ccccc1CNC(=O)CCNC(=O)Cn1cnc2ccccc2c1=O	-9.6%	0.73	1586	i	8.1	-10.2%	0.883	0.00769	0.884	-0.0895	5.1	2.7	5.3	2.0	1377	-24.8%	i
CCOc1ccc2nc(NC(=O)CS(=O)(=O)c3ccc(C)cc3)sc2c1	-8.7%	1.4	909	i	4.8	3.5%	-0.684	-0.315	-0.0785	0.724	1.9	1.6	8.2	x	x	5.8%	i
Fc1ccccc1-c1nc2ccccc2[nH]1	-121.6%	-0.01	1534	i	16.7	12.7%	-1.03	-0.303	-0.315	0.0277	1.3	0.9	7.4	-0.9	965	-4.1%	i
COc1ccc(/C=N/NC(=O)CSc2ccccc2)cc1OC	7.1%	-0.67	1349	i	-8.3	21.2%	0.86	-0.272	1.31	-0.464	2.4	1.9	1.1	-2.4	555	-7.9%	i
O=C(Nc1ccccc1F)Nc1ccccc1Br	-32.9%	x	x	i	1.9	-4.2%	-0.332	0.542	-0.241	0.954	2.9	2.5	1.2	0.6	1585	-27.8%	i
CCOc1cc(Br)c(CC(=O)O)cc1OCC	-5.5%	0.79	845	x	x	-0.4%	2.45	-0.615	1.58	-1.17	x	x	x	0.8	1305	0.1%	i
CN(CC(=O)O/N=C(\N)c1cccc([N+](=O)[O-])c1)S(=O)(=O)c1ccccc1	11.0%	0.53	803	i	43.4	-2.1%	0.959	0.18	1.21	-1.44	1.1	1.0	6.9	-4.7	1127	-2.1%	i
Cn1c(NC(=O)c2cccc(C(F)(F)F)c2)cc(=O)n(C)c1=O	13.9%	0.04	1270	i	3.0	6.4%	-0.175	-0.00435	0.107	-0.0215	3.0	3.9	9.1	-3.4	1234	-25.0%	i
COc1cccc(NC(=O)Nc2nnc(CC(=O)NCc3ccccc3)s2)c1	41.8%	-0.92	1032	x	x	8.4%	-0.238	-0.201	0.74	0.264	x	x	x	0.6	1430	26.6%	i
N#Cc1ccc(CSc2nnc(NC(=O)c3ccc(=O)[nH]c3)s2)cc1	-4.4%	-0.06	1505	x	x	1.7%	0.999	-0.214	0.377	0.0482	x	x	x	0.5	1178	-5.2%	i
COc1ccc(Cc2noc(CN(C)Cc3ccc(-n4cccn4)cc3)n2)cc1OC	9.6%	x	x	i	2.5	2.1%	-0.114	-0.129	0.263	0.0888	1.4	0.7	4.0	-0.4	1062	-0.6%	i
Cc1ccc(CNC(=O)C(=O)NCC2OCCN2S(=O)(=O)c2ccc3c(c2)OCCO3)cc1 (stereo not given)	19.9%	-0.07	1212	i	12.3	4.2%	-0.61	-0.198	0.44	0.213	3.0	1.8	3.6	0.8	558	-31.0%	i
O=C(CCCN1CC=C(n2c(=O)[nH]c3ccccc32)CC1)c1ccc(F)cc1	6.8%&8.4%	-0.33	1442	i	15.0	-5.1%&-7.4%	0.466	-0.258	0.432	0.58	4.6	3.6	14.3	-3.4&-4.1	616&1128	-11.6%&-9.2%	i
COc1cc(C(C)=O)ccc1OCCN1CCC(Cc2ccccc2)CC1	-8.1%	-0.27	1465	i	1.3	-0.9%	-0.796	-0.299	0.281	0.327	2.5	2.3	11.3	-1.9	1041	-19.3%	i
Cc1cccc(C)c1NC(=O)CN1C(=O)NC(C)(CCc2ccccc2)C1=O (stereo not given)	-1.6%	0.55	1661	i	-10.0	-7.8%	0.675	-0.257	0.583	-0.11	3.1	1.5	8.8	-2.8	995	-35.3%	i
COc1cc([C@@H]2C[C@H]3CN(c4ccccc4)C(=O)[C@]34CCCN24)cc(OC)c1OC	3.6%	1.74	1424	i	-30.5	-5.0%	-1.21	-0.247	-0.498	1.03	2.9	2.4	1.3	-1.6	1172	-34.6%	i
COc1cccc(OCCSc2nc3ccccc3c(=O)[nH]2)c1	-22.8%	0.29	1224	i	5.4	-4.5%	-0.314	-0.334	-0.14	0.98	10.3	1.6	9.8	0.5	1038	-37.5%	i
Cc1onc(-c2ccccc2Cl)c1C(=O)N1C=CC(C(F)(F)Cl)=NCC1	13.2%	x	x	i	-10.3	4.4%	-0.689	-0.138	-0.681	0.726	0.9	1.7	12.5	x	x	10.0%	i
CCCn1c2c(c(O)c(C(=O)Nc3ccc(OCC)cc3)c1=O)CCCC2	27.8%	-1.33	1285	i	8.6	5.7%	-0.0592	0.427	0.405	-0.0247	3.2	2.2	14.3	-1.5	991	-3.3%	x
CN1CCNC(=O)C1CC(=O)O (stereo not given)	8.4%	0.41	1591	i	-0.6	-11.6%	-0.368	-0.182	-0.277	0.423	0.9	0.6	7.4	0.0	1448	22.7%	i
COc1ccc(N2C(=O)[C@@H]3[C@H](C2=O)[C@H]2C=CC=NN2[C@@H]3C(=O)Nc2ccc(Cl)cc2)cc1	9.0%	0.07	1419	x	x	1.6%	-1.65	-0.0809	-1.08	0.64	x	x	x	-1.5	1134	-7.9%	i
CNc1ncnc2sc(-c3ccccc3)cc12	-11.0%	-0.77	1212	i	5.7	-0.4%	1.18	-0.146	1.04	-1.35	7.2	3.2	7.0	2.5	915	25.8%	i
CC(C)N1CCN(Cc2ccc(C#CC(C)(C)O)s2)CC1CCO (stereo not given)	-12.0%	1.59	1523	i	-19.0	-6.3%	0.386	-0.262	-0.0204	0.369	2.6	1.7	1.5	1.7	1017	-28.3%	i
CC(=O)Oc1ccc(N2C(=O)C3C4C=CC(CC4)C3C2=O)cc1[N+](=O)[O-] (stereo not given)	1.9%	0.42	1531	i	6.5	-0.7%	1.37	-0.273	0.959	-0.118	2.5	3.4	11.7	1.6	1269	35.4%	i
CCC(C)[C@H](NC(=O)NCc1ccc(Cl)cc1)C(=O)O (stereo not given in full)	-0.2%	0.05	1352	x	x	-2.5%	-0.293	-0.184	-0.531	0.712	x	x	x	-0.1	1071	-10.2%	i
c1ccc(OCc2nnc3sc(-c4cccs4)nn23)cc1	11.6%	-0.04	1148	i	-1.5	7.1%	-0.116	-0.187	0.16	0.488	2.8	1.7	5.6	3.7	1151	-19.4%	i
CC(C)CC(NC(=O)C1CCCCC1)C(=O)NCc1ccccn1 (stereo not given)	5.5%	-0.1	1288	i	-6.1	-2.6%	-1.22	-0.23	-0.164	0.605	4.3	1.6	8.5	x	x	x	i
CC1Cc2ccccc2N1S(=O)(=O)c1cccc(C(=O)NC2CC2)c1 (stereo not given)	17.7%	0.62	1008	i	-4.8	3.0%	-0.017	-0.096	0.253	0.383	2.4	3.0	9.3	0.4	1169	-5.8%	i

Screens as filed in PubChem BioAssay.
